# Diaph act CS: diaphorase activation or chemical reduction counter-screen; Diaphorase/resazurin coupled assay, resorufin fluorescence, 16 min; active compounds read high; 1 = vehicle wells, 0 = NADH-free wells; activation factor at 20 µM; 0.005% of 190,000 active; AID 1229;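 active means diaphorase activity raised at least twofold by the compound at 20 µM; inactive means activation factor below 2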
#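 Assay system: Purified diaphorase enzyme from Clostridium kluyveri | Amount: Enzyme 0.07 U/mL final | Dosing: Compound 20 µM once, DMSO 1% | Timing: 16 min reaction at room temperature | Detection: Fluorescence, excitation 544 nm and emission 590 nm | Evaluation: Higher resorufin formation from activation or reduction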
# S1P3 antag: antagonists of human S1P3 receptor; CHO S1P3 NFAT-BLA reporter, FRET fluorescence, antagonist mode; Q99500; inhibition, % at 4.98 µM; 0.27% of 170,000 active;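 active means inhibition above the plate cutoff, the mean inhibition of test wells on that plate plus 3 SD, cut at about 28% in these data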;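 further: cells challenged with S1P at its EC80 of 0.8 µM; blue over green emission ratio from cleaved BLA substrate after 4 h stimulation; 0% = S1P-stimulated wells and 100% = unstimulated DMSO-only wells; some compounds past the cut are filed as inactive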
# Target sequence (Q99500 whole entry, looked up): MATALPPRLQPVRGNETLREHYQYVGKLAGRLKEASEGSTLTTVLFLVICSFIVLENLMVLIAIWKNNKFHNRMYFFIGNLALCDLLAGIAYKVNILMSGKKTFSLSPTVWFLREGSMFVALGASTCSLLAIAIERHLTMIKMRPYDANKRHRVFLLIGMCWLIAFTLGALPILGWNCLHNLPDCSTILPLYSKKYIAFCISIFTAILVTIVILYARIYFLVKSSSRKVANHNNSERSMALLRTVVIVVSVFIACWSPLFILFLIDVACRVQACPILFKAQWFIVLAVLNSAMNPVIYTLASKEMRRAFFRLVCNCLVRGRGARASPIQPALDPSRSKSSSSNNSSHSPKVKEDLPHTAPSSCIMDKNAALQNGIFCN
# PPARg SRC-2 ag: agonists of SRC-2 recruitment by human PPARgamma. P37231. PPARgamma LBD-SRC-2 recruitment, biochemical. AID 1032. activation, % at 8 µM. 0.34% of 200,000 active; in the data active means activation above about 22%;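 further: 0% = vehicle and 100% = reference agonist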
# Target sequence (P37231 whole entry, looked up, the tested form may be a part): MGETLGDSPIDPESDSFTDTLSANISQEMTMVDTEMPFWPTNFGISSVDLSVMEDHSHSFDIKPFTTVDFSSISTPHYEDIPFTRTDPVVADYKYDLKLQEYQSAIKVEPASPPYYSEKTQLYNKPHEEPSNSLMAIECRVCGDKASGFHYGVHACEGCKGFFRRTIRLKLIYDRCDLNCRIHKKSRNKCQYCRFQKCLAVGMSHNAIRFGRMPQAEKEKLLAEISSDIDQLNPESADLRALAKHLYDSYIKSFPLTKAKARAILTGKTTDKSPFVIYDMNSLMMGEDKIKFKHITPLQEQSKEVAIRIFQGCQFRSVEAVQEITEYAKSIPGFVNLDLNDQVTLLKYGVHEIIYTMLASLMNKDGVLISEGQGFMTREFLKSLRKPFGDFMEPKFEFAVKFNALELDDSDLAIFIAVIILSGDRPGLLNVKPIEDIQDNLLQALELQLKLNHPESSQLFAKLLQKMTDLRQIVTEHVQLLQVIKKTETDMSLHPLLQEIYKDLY
# G6PDH CS: counter-screen for G6PDH assay hits: L. mesenteroides G6PDH inhibition; Purified L. mesenteroides G6PDH, diaphorase/resazurin coupled fluorescence, 45 min; inhibition, % at 5 µM; 0.12% of 200,000 active; in the data active means inhibition above about 50%
# TR-FRET SRC-2 ct: flags TR-FRET format artefacts in PPARgamma SRC-2 recruitment agonist screen | TR-FRET artefact counter-screen; active compounds read high | TR-FRET ratio at 8 µM | 0.4% of 200,000 active; in the data active means TR-FRET ratio above about 2000; further: inactives centre near 1500
# ROMK primary: human ROMK K+ channel modulation, primary screen; P48048; Tet-inducible ROMK, thallium flux fluorescence; actives lie on both sides; B-score at 10 µM; 2% of 130,000 active;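 active means signal ratio slope over the read window, or its plate-corrected B-score, at least 3 SD from the plate mean, either direction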;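 further: B-score of the F/F0 ratio slope over 7 to 12 s after thallium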
# PMI act satM6P: activators of human phosphomannose isomerase at near-saturating mannose 6-phosphate; P34949; coupled PMI enzyme assay, resazurin fluorescence, 20 min; active compounds read high; 1 = untreated enzyme, 0 = substrate-free blank; activation factor at 20 µM; 0.34% of 190,000 active; AID 1216;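 active means activation factor of 2 or more at 20 µM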
#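 Material: human phosphomannose isomerase with PGI, G6PDH, diaphorase coupling enzymes; amount: PMI at 15 ng/mL final; also added: Mannose-6-phosphate 1.0 mM (near-saturating) plus 0.22 mM NADP+; incubation: enzyme reaction with compound 20 min at room temperature; signal: resorufin fluorescence (Ex 544/Em 590 nm) from resazurin via diaphorase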
# Diaphorase inh: inhibits diaphorase or chemically oxidizes, flagging diaphorase assay artifacts; AID 1217; diaphorase resazurin-to-resorufin fluorescence, NADH, 16 min; bacterial (C. kluyveri) enzyme, not human; 0.69% of 190,000 active; inhibition, % at 20 µM;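 active means primary screen inhibition at 20 µM above a set limit, cut at about 50% in these data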;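 further: plate controls were DMSO with full reaction for no effect and wells lacking NADH for full effect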
#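 Test system: diaphorase enzyme from Clostridium kluyveri; amount: diaphorase at 0.14 U/mL in enzyme working solution; detection: fluorescence of resorufin formed from resazurin, Ex 544/Em 590 nm; times: reaction incubation of 16 min at room temperature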
# PPARg SRC-3 ag: promotes SRC-3 coactivator recruitment by human PPARgamma; P37231; biochemical PPARgamma/SRC-3 coactivator recruitment assay; activation, % at 8 µM; 0.26% of 200,000 active; in the data active means activation above about 23%;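 further: 0% = DMSO and 100% = reference agonist; some compounds past the cut are filed as inactive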
# PPARg SRC-1 ag: agonists of human PPARgamma SRC-1 coactivator recruitment; P37231; PPARgamma-SRC-1 coactivator recruitment biochemical assay; activation, % at 8 µM; 0.41% of 200,000 active; AID 631; in the data active means activation above about 19%;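 further: 0% = DMSO and 100% = reference agonist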
# PMI act: phosphomannose isomerase (human) activation; purified human PMI, coupled resazurin fluorescence, 20 min; active compounds read high; 1 = vehicle control, 0 substrate-free wells; activation factor at 20 µM; 0.005% of 190,000 active;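 active means activation factor of 2 or more at 20 µM, relative to plate controls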
# Active calls of the source: *; x = no result given.
SMILES,Diaph act CS,S1P3 antag,PPARg SRC-2 ag,G6PDH CS,TR-FRET SRC-2 ct,ROMK primary,PMI act satM6P,Diaphorase inh,PPARg SRC-3 ag,PPARg SRC-1 ag,PMI act
CCOc1ccc(-c2n[nH]c(=S)n2/N=C/c2cc3c(cc2[N+](=O)[O-])OCO3)cc1,0.6,-5,2,5,1632,0.73,0.8,42,5,8,0.8
Cc1cc(N2CCN(S(=O)(=O)c3ccc4c(c3)OCCO4)CC2)n2ncnc2n1,0.9,7,-3,34,1573,x,0.9,8,6,-7,0.9
Cc1cc(C)nc(NC(=O)c2cc(Br)ccc2Cl)n1,1,1,6,2,1411,0.14,1,4,5,3,1.1
Cc1cccc(-n2c(SCC(N)=O)nnc2-c2ccccn2)c1C,0.9,11,5,2,1479,x,1,12,10,12,1
CC(=O)n1cc([C@H]2C=C(C(=O)N3CCN(Cc4ccc5c(c4)OCO5)CC3)O[C@@H](OCc3ccc(CO)cc3)C2)c2ccccc21,0.8,-17,5,7,1653,x,1,23,2,2,0.9
COC(=O)c1cc(NC(=O)Nc2ccccc2)ccc1Cl,0.9,-2,-9,6,1433,0.065,0.9,14,-2,-4,0.8
Cc1cnc(NC(=O)CSc2nnc(-c3ccncc3)n2C2CCCCC2)s1,0.9,-19,-7,6,1656,0.3,1,14,6,6,1
O=C(CON=C1c2ccccc2-c2ccccc21)NC12CC3CC(CC(C3)C1)C2,0.9,4,1,7,1605,-1,0.9,15,0,4,0.8
CCOC(=O)c1c2n(c3ccc(O)cc13)CCCCC2,0.9,-18,-4,6,1402,x,0.9,8,-4,-8,0.9
COc1ccc(CNc2nc(SC)n[nH]2)cc1OC,0.9,-3,-10,-1,1279,0.42,0.9,14,3,-4,1
COc1ccc(OC)c(NC(=O)CN(Cc2ccc(Cl)cc2)S(C)(=O)=O)c1,0.7,6,15,7,1544,-0.18,0.8,31,1,4,0.9
O=C(CCC1N=C2c3ccccc3N=C(SCc3ccc(F)cc3)N2C1=O)NCc1ccco1 (stereo not given),0.8,-43,-3,-21,1621,-0.81,1,23,-4,-5,0.9
O=C(CN(c1ccc(Cl)c(C(F)(F)F)c1)S(=O)(=O)c1ccccc1)N/N=C/c1cccc2c1OCCO2,0.8,x,10,2,1566,-0.76,0.9,16,-4,0,1
COc1ccc2c(c1)C1CC(C)(NC(=O)C1C(=O)c1ccccc1)O2 (stereo not given),0.9,0,-5,-10,1479,-0.0068,0.8,14,-9,5,0.8
CC(=O)N1N=C(c2cccnc2)OC1c1ccc(C(C)C)cc1 (stereo not given),1,-6,1,13,1426,-0.64,1,1,2,0,0.9
Cc1ccc2nc(NC3=NCN(Cc4ccccc4)CN3)nc(C)c2c1,1,-2,x,-2,x,x,1.1,4,x,x,1
O=C(CCNS(=O)(=O)c1c(Cl)cccc1Cl)OCC(=O)c1ccccc1,0.9,-16,-1,2,1633,0.5,0.9,10,0,2,0.9
O=C(c1cccnc1)N1N=C(C2CC2)CC1(O)C(F)(F)F (stereo not given),1,-4,-8,5,1544,0.061,0.9,4,-2,5,1
COc1ccc(S(=O)(=O)CCC(=O)N2c3ccccc3CC2C)cc1 (stereo not given),0.9,2,0,2,1416,x,1,11,-2,1,0.9
COc1ccc(OC)c(S(=O)(=O)N2CCC(C(=O)N3CCN(Cc4ccccc4)CC3)CC2)c1,0.9,8,4,2,1644,x,0.9,10,8,1,0.9
COC(=O)c1ccc(S(=O)(=O)c2ccccc2)c(N)c1,0.9,x,8,6,1461,x,1,13,10,4,0.9
Cc1[nH]n(-c2cccc([N+](=O)[O-])c2)c(=O)c1-c1ccccc1,0.9,3,4,5,1757,-0.13,1,8,-1,0,1.2
Cc1cc(C)c(S(=O)(=O)c2ccccc2)c(N2CCOCC2)n1,0.9,-6,0,6,1632,0.12,1,7,-10,6,1
COc1cccc(-c2cc(C(F)(F)F)n3ncc(C(=O)N4CCc5ccccc5C4)c3n2)c1,0.6,5,2,17,1908,0.22,0.8,37,6,9,0.8
CCOC(=O)c1c(-c2ccc(Cl)cc2)c(C#N)c(=O)n(N)c1N,0.9,x,0,-8,1712,x,0.9,10,7,-4,0.9
SMILES,Diaph act CS,S1P3 antag,PPARg SRC-2 ag,G6PDH CS,TR-FRET SRC-2 ct,ROMK primary,PMI act satM6P,Diaphorase inh,PPARg SRC-3 ag,PPARg SRC-1 ag,PMI act
CCn1c(C(=O)N2CCC(C(=O)NCc3cccs3)CC2)cc2sccc21,0.8,-7,-5,0,1535,x,1,17,1,-7,1
O=C(CSc1nccc(=O)[nH]1)NN(c1ccccc1)c1ccccc1,1,-11,2,8,1689,-0.044,1.1,-2,2,-5,1.1
CCOC(=O)c1c(C)nc(C)c(C(=O)OCC)c1-c1ccc(O)c(OC)c1,0.9,1,3,5,1707,1.3,0.8,14,9,12,0.6
CCCC1=C([O-])C2N=CC=CC2=[N+](c2ccccn2)C1=O (stereo not given),0.9,-29,-1,-1,1403,0.14,1,7,-2,-4,1
Cc1ccsc1C(=O)OCC(=O)Nc1cccc(S(=O)(=O)N2CCOCC2)c1,0.8,-33,0,-1,1579,x,0.9,23,2,-1,0.9
CCOC(=O)c1ccccc1NC(=S)N1CCC(C)CC1,0.9,-3,-9,-20,1540,0.17,1,8,1,3,0.9
CCC(C(=O)OCC(=O)NC(=O)NC(C)(C)C)c1ccccc1 (stereo not given),0.9,7,2,8,1637,0.74,0.9,14,4,11,0.9
Cc1ccc(-n2c(C)cc(C)c(C#N)c2=O)cc1,0.8,-28,0,12,1552,x,0.9,17,1,3,0.9
O=C(CS(=O)(=O)c1c[nH]c2ccccc12)N1CCCCC1,0.8,x,0,-6,1566,-0.21,0.9,16,5,-2,1
Cc1ccc2nsnc2c1S(=O)(=O)N1CCOCC1,1,x,3,13,1595,x,1,3,18,4,1
CC(C)OC(=O)NS(=O)(=O)c1cccc([N+](=O)[O-])c1,0.9,7,4,4,1807,0.021,1.1,5,3,2,1.3
Cc1ccc(Sc2ncccc2C(=O)NC2CCCCCC2)cc1C,0.9,-11,6,-6,1455,0.72,0.9,8,4,-1,0.8
COc1ccc(C2CC(=O)CC(=O)C2n2cncn2)cc1 (stereo not given),0.9,x,-2,-4,1459,x,1,14,-5,4,1
O=S(=O)(c1ccc(Br)cc1)c1nc(-c2ccco2)oc1NCC1CCCO1 (stereo not given),0.8,-7,7,9,1711,0.1,0.8,19,5,0,1.4
CCCOc1ccc(/C(O)=C2/C(=O)C(=O)N(CCN(C)C)C2c2ccco2)cc1 (stereo not given),0.9,x,8,4,1467,0.37,1,9,16,-2,0.9
COc1ccc(OC)c(S(=O)(=O)N2c3ccccc3CC2C)c1 (stereo not given),0.9,-8,2,8,1538,-0.59,0.9,10,5,1,0.9
CC(C)CCNC(=O)C(c1ccncc1)N(C(=O)Cn1nnc(-c2ccc(F)cc2)n1)c1ccccc1F (stereo not given),0.8,-25,2,4,1660,0.54,0.9,17,6,12,1
O=C(C1=C[C@@H](C2CCCCC2)C[C@@H](OCCCCO)O1)N1CCN(Cc2ccc3c(c2)OCO3)CC1,0.8,-14,4,7,1605,x,1,24,3,1,0.9
COc1ccc(/C=C/C(=O)NCCN=C2NS(=O)(=O)c3ccccc32)cc1,0.9,-3,4,-2,1612,x,1,7,3,0,1
COc1ccc(-c2ccc(Nc3ccc(C(=O)N4CCOCC4)cc3)nn2)cc1OC,1,x,13,-4,1651,x,1,0,4,4,1.1
O=C1C2C3C=CC(C4CC34)C2C(=O)N1/N=C/c1c[nH]c2ccccc12 (stereo not given),1,-4,10,-2,1689,0.76,1,0,0,1,1
CC1(c2ccc(C#N)cc2)NC(=O)N(CC(=O)Nc2cc(S(=O)(=O)N3CCOCC3)ccc2Cl)C1=O (stereo not given),0.8,-15,8,5,1592,-1.4,0.9,16,-1,7,0.9
COc1cnn(-c2cc(Oc3ccc(C)cc3)ncn2)c(=O)c1Cl,1.1,x,9,2,1647,0.64,1,-6,15,1,1
CN(Cc1ccc(F)cc1)C(=O)c1cc(COc2ccc(F)cc2F)on1,0.8,10,6,12,1591,-0.17,1,20,3,10,0.9
CCCCOc1ccc(C(=O)CCNC(C(=O)O)C(C)CC)cc1 (stereo not given),x,-18,3,x,1455,x,x,x,2,6,x
SMILES,Diaph act CS,S1P3 antag,PPARg SRC-2 ag,G6PDH CS,TR-FRET SRC-2 ct,ROMK primary,PMI act satM6P,Diaphorase inh,PPARg SRC-3 ag,PPARg SRC-1 ag,PMI act
CC1=CC(C)(C)N(C(=O)CSc2ncn[nH]2)c2ccccc21,1.1,x,7,7,1596,0.55,1.1,-5,-1,2,1.1
CC(=O)N(Cc1c(C#N)c2ccccc2n1C)c1ccccc1,0.9,x,-2,13,1481,x,0.9,8,4,4,1
CCSC1=N/C(=C\c2cccnc2)C(=O)N1c1ccccc1,1,0,5,-10,1509,-0.29,1,2,4,2,0.9
Cc1ccc(NC(=O)NNS(=O)(=O)c2ccc(Br)cc2)cc1,1,x,-4,5,1291,x,1.1,0,-10,1,1.1
CCSC1=NCCN1C(=O)c1ccc(S(=O)(=O)N(C)C)cc1,0.9,-27,3,1,1656,0.2,0.9,6,-1,7,0.9
COCCCN=C1NN=C(c2cc(C)n(Cc3ccco3)c2C)CS1,0.9,3,0,-4,1468,1.3*,1.1,5,0,-1,1.2
O=C(O)c1cccnc1SC1CC(=O)N(Cc2ccccc2)C1=O (stereo not given),0.8,-20,10,5,1476,1.3,1.1,16,5,-5,1
Cc1ccc(C(=O)CSc2nnc(-c3ccccc3N)n2C)cc1,1,0,3,17,1627,x,1,4,1,-1,1
COc1ccc(/C=N/N=C2\CC3CCC2(C)C3(C)C)cc1O (stereo not given),1,x,5,2,1446,0.96,1,0,3,0,1

# The order is random; any-hit rate near 3.3%.
